# HCMV inh = qHTS Assay for inhibitors of the human cytomegalovirus (HCMV); HFF cells, HCMV-luciferase reporter, 72 h; hits give low values; AID 1259415, 2018; 410,000 compounds, 4.5% hits; activity change, negative = inhibition, % at 57.5 µM; in the data active = activity change below about -60%; inconclusive = no clear call, values can overlap the other calls; inactive = above about -39%
#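 Two compound doses tested in HFFs infected with HCMV-luciferase, MOI 1 PFU/cell, 72 h at 37C. Lysate luminescence read with OneGlo; data normalized against buffer-only and 10uM Salinomycin inhibitor controls.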
# HCV inh = qHTS Assay for Inhibitors of Hepatitis C Virus (HCV). Huh7.5.1 HCVcc-Cre infection, luciferase reporter, 44 h. Potency, µM (top dose mostly 41.8 µM), for inactives: top-dose activity change, negative = inhibition, hits mostly inhibitors. 340,000 compounds, 3.4% hits. AID 651820, 2012; note: potency is the fitted concentration of half-maximal effect
#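 A cell-based infection assay in which seeded cells (1,000 per well) receive test compound after 4 h, are inoculated with HCVcc-Cre at approximately 0.5 moi, and are incubated 44 h before luminescence detection.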
# Giardia FBPA inh = qHTS Assay for Inhibitors of Fructose-1,6-bisphosphate Aldolase from Giardia Lamblia. Potency, µM (doses to about 59.6 µM), for inactives: at the top dose activity, negative = inhibition, actives largely listed as inhibitors. A8B2U2. 290,000 compounds, 0.71% hits. purified Giardia FBPA; note: potency is the fitted concentration of half-maximal effect; nearly all actives have a fitted effect of over 55% in size
# Target sequence (A8B2U2 whole entry, looked up): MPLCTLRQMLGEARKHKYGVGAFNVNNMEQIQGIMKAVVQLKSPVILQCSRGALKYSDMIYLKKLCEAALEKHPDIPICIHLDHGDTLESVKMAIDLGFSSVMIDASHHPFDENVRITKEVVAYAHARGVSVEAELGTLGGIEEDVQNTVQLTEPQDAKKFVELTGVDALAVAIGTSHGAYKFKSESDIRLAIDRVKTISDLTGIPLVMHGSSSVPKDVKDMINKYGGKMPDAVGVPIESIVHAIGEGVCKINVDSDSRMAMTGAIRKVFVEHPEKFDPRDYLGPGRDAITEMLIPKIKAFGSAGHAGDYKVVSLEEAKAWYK
#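 40 nM FBPA preincubated 10 min at RT with compound (up to 57.5 uM final), then substrate plus GAPDH/TPI/NAD/arsenate coupling and diaphorase/resazurin added. Fluorescence read after 20 min at RT, 525/598 nm.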
# AMA1-RON2 inh = qHTS for Inhibitors of AMA1-RON; Towards Development of Antimalarial Drug Lead: Primary Screen; Plasmodium falciparum AMA1 (3D7) - RON2 peptide interaction; AlphaScreen AMA1-biotinylated RON2 peptide binding; Potency, µM (top dose mostly 58.2 µM), without a hit: top-dose activity change, negative = inhibition, hits mostly inhibitors; 360,000 compounds, 0.2% hits; AID 720542, 2013;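 note: potency is the fitted concentration of half-maximal effect; 0% = vehicle wells and -100% = peptide control; nearly all actives have a fitted effect of over 45% in size; some results filed as inactive show a strong effect at the top dose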
#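 AMA1 (3D7) with his tag at 25 nM final met compounds first, then biotinylated RON2 peptide at 25 nM; detection used donor plus acceptor beads, 10 µg/mL apiece, read by AlphaScreen after 30 min at room temperature.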
# AmpC inh detg = qHTS Inhibitors of AmpC Beta-Lactamase (assay with detergent); P00811; AmpC hydrolysis of nitrocefin, absorbance 480 nm, 0.01% Triton; Potency, µM (titrated, usually from 114 µM), for inactives: at the top dose activity change, negative = inhibition, actives largely listed as inhibitors; 370,000 compounds, 0.041% hits;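 note: potency is the fitted concentration of half-maximal effect; 0% = no-compound wells and -100% = no-enzyme wells; nearly all actives have a fitted effect of over 25% in size; some results filed as inactive show a strong effect at the top dose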
# Target sequence (P00811 whole entry, looked up): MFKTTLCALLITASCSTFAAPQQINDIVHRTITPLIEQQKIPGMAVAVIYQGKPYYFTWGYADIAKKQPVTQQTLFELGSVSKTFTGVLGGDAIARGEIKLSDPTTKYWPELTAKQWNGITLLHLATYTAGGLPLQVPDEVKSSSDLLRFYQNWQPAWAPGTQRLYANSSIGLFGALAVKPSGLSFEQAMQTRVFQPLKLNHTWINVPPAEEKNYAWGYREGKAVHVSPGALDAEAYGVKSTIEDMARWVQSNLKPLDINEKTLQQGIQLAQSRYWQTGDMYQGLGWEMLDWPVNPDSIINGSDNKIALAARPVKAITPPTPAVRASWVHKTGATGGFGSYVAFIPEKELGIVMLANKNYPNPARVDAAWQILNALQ
#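 AmpC (5.3 nM in the dispensed reagent) in 20 mM phosphate pH 7.0 with 0.01% (detergent screen) or 0.0001% Triton X-100 was preincubated with compounds for 15 min at room temperature. Nitrocefin was then added from an 800 uM solution, and hydrolysis was followed at 480 nm.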
# Sm TGR block = qHTS Assay for the Inhibitors of Schistosoma Mansoni Peroxiredoxins; Schistosoma mansoni thioredoxin glutathione reductase (TGR), Q962Y6; purified TGR, DTNB reduction, TNB absorbance 405 nm; Potency, µM (highest dose often 114 µM), without a hit: top-dose activity change, negative = inhibition, most hits filed as inhibitors; 360,000 compounds, 3% hits; note: potency is the fitted concentration of half-maximal effect; nearly all actives have a fitted effect of over 60% in size
#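 First, TGR (20 nM dispensed) and NADPH were mixed with compound. Second, a 15 min room-temperature incubation followed. Third, further NADPH and then DTNB were added to start the reaction. Finally, TNB absorbance was monitored kinetically.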
# Numbers without * were called inactive; ? = inconclusive; . = not tested or not shown; [ ] = another dose, or the depositor's remark. Unless noted, calls come from the whole dose curve; as a rule, active = well fitted curve in the direction sought with a large enough effect; inconclusive = small, poorly fitted or top-dose-only effect, or another doubt; inactive = no such curve, though single readings can be large; an effect the other way counts as inactive or inconclusive. Unless noted, % is set by controls: 0 for no effect and ±100 for the full control effect.
SMILES,HCMV inh,HCV inh,Giardia FBPA inh,AMA1-RON2 inh,AmpC inh detg,Sm TGR block
COc1cccc(C2CC(c3ccccc3Cl)n3nc(N)nc3N2)c1 (configuration not stated),2,17%,1%,0%,?,0%
O=S(=O)(c1ccc(C2CCCCC2)cc1)N1CCOCC1,?,19%,-2%,11%,1%,-2%
Cc1cccc(C)c1N1C(=O)CCC(C)(C)C1=O,-6,3%,3%,-1%,0%,1%
CC(=O)N/N=C(\C)CCc1ccccc1,-30,13%,0%,43%[activator],?,16%
O=C(NCC1CCCO1)c1ccc2c(=O)n(Cc3ccc(Cl)cc3)c(=S)[nH]c2c1 (configuration not stated),-11,10%,1%,-8%,-9%,2%
CCCCCCCC1CC(CSc2ncn[nH]2)OC1=O (configuration not stated),11,-5%,9%,4%,-14%,-2%
COc1ccc(C(=O)NNC(=O)CN2CCC(n3nnc4cc(C)ccc43)CC2)cc1,-7,-6%,10%,37%,-10%,-3%
CCCN1Cc2cccc(C(=O)NC3CCCC3)c2C1=O,0,?,6%,-6%,1%,6%
CCN(C[C@H]1N[C@@](C)(C(=O)OC)[C@H]2C(=O)N(C)C(=O)[C@@H]12)C(=O)c1ccccc1,28,?,.,-1%,.,.
CCc1cc2c(NC(Cc3ccccc3)C(=O)O)ncnc2s1 (configuration not stated),33,8%,17%,-1%,?,-8%
COC(=O)c1cc2ccsc2n1CC(=O)NCC1CCCO1 (configuration not stated),37,12%,4%,5%,?,5%
COc1ccc(C(CC(=O)O)NC(=O)Cc2ccccc2)cc1OC (configuration not stated),-30,24%,4%,-10%,?,-14%
CSc1nc2ccc(NS(=O)(=O)c3c(Cl)cccc3Cl)cc2s1,10,11%,-19%,-21%,-6%,-8%
Cc1cccc2c1CCCC2=O,9,6%,.,3%,.,.
O=C(Nc1cccn2ncnc12)C(F)(F)F,-15,8%,0%,3%,?,2%
Cc1cn(CC(=O)NCCNc2ccc([N+](=O)[O-])cn2)c(=O)[nH]c1=O,-5,8%,.,-8%,.,.
Cc1ccc2c(=O)cc(C(=O)Nc3ccc(S(=O)(=O)N4CCCCCC4)cc3)oc2c1,6,.,.,.,-2%,0%
Cc1ccc(CCNC(=O)c2ccc3[nH]c(C)c(C)c3c2)cc1,0,.,.,.,4%,-6%
COc1ccc(N(C(=O)c2snc(C(N)=O)c2N)C(C(=O)NCc2ccc(F)cc2)c2ccc(C)o2)c(OC)c1 (configuration not stated),?,?,-8%,-7%,2%,8%
CCOC(=O)C1CCCN(c2nnnn2-c2ccccc2)C1 (configuration not stated),16,6%,-2%,10%,-8%,-1%
O=C(N/N=C/c1ccco1)c1cc(-c2ccc3ccccc3c2)n[nH]1,?,-11%,1%,79%[activator],1%,-27%
O=C(NC1CCCCCC1)C1c2ccccc2C(=O)N1Cc1ccc(F)cc1 (configuration not stated),-6,.,.,.,19%,0%
CC(=O)Nc1ccc(/C=N/N2CCCCC2)cc1,14,13%,-2%,-20%,-10%,3%
COc1ccc(C2=NN(CC(=O)NCc3ccccc3Cl)C(=O)CC2)cc1,122,.,.,.,1%,15%
C/C(=N\N)c1c(-c2ccccc2)c2cc(C)ccc2[nH]c1=O,-2,7%,5%,-3%,2%,6%
Cc1ccc(C(=O)NC2CCCCCCC2)c(Cl)c1,-79*,15%,3%,6%,?,-2%
C=CCSc1nnc(NC(=O)c2ccc(Cl)nc2)s1,22,10%,?,-3%,6%,3%
CCOC(=O)C1CCCN(C(=O)C2c3ccccc3Oc3ccccc32)C1 (configuration not stated),13,10%,4%,3%,-6%,10%
CCOc1ccccc1NC(=O)CN1CCN(Cc2ccccc2)CC1,?,-3%,5%,1%,-12%,3%
CC(C)C(c1nnnn1Cc1ccc(F)cc1)N1CCN(c2ccc(O)cc2)CC1 (configuration not stated),-9,-4%,-28%,-5%,7%,-33%
CCCn1c(SCC(=O)c2cc(C)ccc2C)n[nH]c1=O,-21,3%,-4%,-6%,-1%,0%
COc1cc(C(=O)NCc2ccc(F)cc2)cc(Cl)c1OC,-28,?,3%,12%,-1%,9%
O=C(Nc1ccc(N2CCOCC2)cc1)c1ccc(S(=O)(=O)N2CCCCC2)cc1,-15,2%,0%,-10%,4%,7%
COc1ccc(C(=O)COc2ccc3ccc(=O)oc3c2)c(OC)c1,-18,.,.,-5%,8%,0%
CCn1c(COC(=O)CNC(=O)c2ccccc2)nc2cc(S(=O)(=O)N(C)C)ccc21,-21,?,.,5%,?,0%
CCOC(=O)C1(Cc2cccc(OC)c2)CCN(Cc2ccccc2OC)CC1,-62*,?,3%,-11%,-6%,1%
Cc1ccc(S(=O)(=O)c2nc(-c3ccccc3)oc2SCC(=O)NC2CCCCC2)cc1,20,.,.,.,6%,-2%
CCOC(=O)NC(=O)CSc1nc2ccc([N+](=O)[O-])cc2[nH]1,3,13%,-18%,-6%,-4%,.
CCOC(=O)CSC1=Nc2ccccc2C2=NC(CCC(=O)NCc3ccc(F)cc3)C(=O)N12 (configuration not stated),-5,.,.,.,11%,11%
O=C(O)COc1ccc(/C=N/NC(=O)C2CCCN2S(=O)(=O)c2ccc(Cl)cc2)cc1 (configuration not stated),-37,11%,3%,6%,1%,5%
COc1ccccc1OCC(=O)NC1CC(C)(C)NC(C)(C)C1,55,19%,5%,0%,-3%,7%
CN1CCN(c2ccc(S(=O)(=O)N3CCOCC3)cc2NC(=O)Cc2ccccc2F)CC1,-12,?,.,-3%,-1%,-14%
COc1cc(/C=N/NC(=O)c2ccoc2C)ccc1O,40,-19%,0%,5%,-11%,-12%
O=P(C(Cl)Cl)(N1CCOCC1)N1CCOCC1,27,-6%,1%,9%,-10%,-8%
O=[N+]([O-])c1nn(-c2ccccc2)n(O)c1=NCCc1ccccc1,-37,11µM*,0%,-21%,-5%,-9%
CCO[C@H]1OC(C(=O)NCc2ccccc2)=C[C@@H](c2cn(C(C)=O)c3ccccc23)[C@@H]1CCCO,19,-14%,-1%,-7%,6%,-6%
O=C1CC(C(=O)NCCc2ccccc2)SC(=Nc2ccccc2)N1 (configuration not stated),-39,7%,2%,1%,4%,-21%
COc1ccc(CNC(=O)N2CCN(C(=O)c3ccccc3)CC2)cc1,-2,14%,.,3%,-13%,-5%
CCN(CC)S(=O)(=O)c1ccc(NC(=O)c2c(-c3ccccc3)noc2C)cc1,?,?,-5%,5%,?,-10%
Cc1ccc(C)c(C(=O)CCC(=O)N2CCN(c3ncccn3)CC2)c1,6,-4%,1%,1%,1%,13%
COc1ccccc1CNC(=O)C1CCCN(c2nn3cc(-c4ccc(F)cc4)nc3s2)C1 (configuration not stated),?,.,.,.,19%,0%
CC1=CC(c2ccc(Cl)cc2)n2ncnc2N1 (configuration not stated),?,0.89µM*,.,14%,.,.
O=C1c2ccccc2C(=O)N1CCc1nc(-c2ccc(Cl)cc2)no1,-27,3%,4%,15%,-1%,4%
Cc1cc[n+](-c2[nH]c(=O)sc2/C=N/NC(=O)c2ccccc2[O-])cc1C,5,1%,-12%,38%[activator],0%,-11%
COc1ccc(C(=O)N[C@H]2CCCCNC2=O)cc1OC1CCN(C(C)C)CC1,-14,2%,3%,2%,-3%,-26%
Cc1ccc2c(CN3CCCCC3C)cc(=O)oc2c1C (configuration not stated),3,-23%,-12%,-6%,-4%,-8%
O=C(Nc1ccccc1Cl)C(Cl)C(=O)c1ccccc1 (configuration not stated),30,14%,-9%,-4%,-2%,14%
Cc1cc2nc3c(nc2cc1C)C(O)=C3O,-31,15%,-1%,-1%,2%,14µM*
Cc1nc(SCn2nnc3ccccc3c2=O)c2c(C)c(C)sc2n1,.,.,1%,.,?,-25%
COc1ccc2nc(/C=N/NC(=O)CCCCCNC(=O)OC(C)(C)C)ccc2c1,5,?,-14%,-7%,-1%,16%

# Next entries.
SMILES,HCMV inh,HCV inh,Giardia FBPA inh,AMA1-RON2 inh,AmpC inh detg,Sm TGR block
Cc1cc(C(=O)COC(=O)C2=NNC(=O)CC2)c(C)n1-c1cccc(C(F)(F)F)c1,-11,1%,8%,-15%,-2%,-9%
COc1ccc(OC)c(S(=O)(=O)NCc2nc3nc(C)cc(C)n3n2)c1,-9,11%,5%,-6%,-6%,-6%
Cc1cc(Br)ccc1NCc1ccccn1,-15,-2%,?,?,-6%,-3%
CN1CCN(c2nc3c(c(=O)[nH]c(=O)n3C)n2CCCSc2nnnn2-c2ccccc2)CC1,-23,11%,-2%,-7%,?,1%
CCCCS(=O)(=O)N1CCC(C(=O)Oc2ccc(Cl)cc2)CC1,22,9%,-1%,10%,-13%,-16%
COc1cc(Cl)cc2c1Sc1ccccc1/C2=C/CCN(C)C,.,4.5µM*,9%,?,4%,18µM*
Cc1ccccc1Cn1c(=O)n(CCCCC(=O)NCc2ccccc2Cl)c(=O)c2ccccc21,17,.,.,.,5%,1%
Nc1nc(SCC(=O)NC2CCCc3ccccc32)n[nH]1 (configuration not stated),-22,1%,2%,7%,-2%,6%
C/C(=N\Nc1ccc2nncn2n1)c1ccco1,60,-9%,4%,-10%,-6%,-3%
COC(=O)Cn1cccc1C(=O)c1ccccc1,30,5%,6%,-5%,-3%,10%
CCc1cccc(OCC(=O)Nc2ccc(S(=O)(=O)N3CCCC3)cc2)c1,-27,11µM*,.,-2%,1%,?
Cc1ccc(-n2c(=O)c3c(c4cc(C)ccc4n3C)n(CC(=O)NCc3ccccc3Cl)c2=O)cc1,13,.,.,.,9%,8%

# No enrichment for hits. About 9.3% of those tested had a hit in this group.
